Compound activity: PubChem BioAssay, several laboratories
Keap1 Nrf2 FP: Keap1-Nrf2 (human) interaction inhibition; Q14145; Keap1 Kelch-Nrf2 peptide fluorescence polarization, 1536-well; inhibition, % at 9.4 µM; actives 0.15% (n = 340,000); AID 504523; in the data active = inhibition above about 12%; inconclusive = no clear call, values can overlap the other calls; inactive = below about 7.3%;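 note: human Keap1 Kelch domain with fluorescein labeled Nrf2 9mer peptide probe; 0% = neutral control wells and 100% = peptide positive control; higher means more block of Keap1 binding to Nrf2 peptide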
Target sequence (Q14145 whole entry, looked up, the tested form may be a part): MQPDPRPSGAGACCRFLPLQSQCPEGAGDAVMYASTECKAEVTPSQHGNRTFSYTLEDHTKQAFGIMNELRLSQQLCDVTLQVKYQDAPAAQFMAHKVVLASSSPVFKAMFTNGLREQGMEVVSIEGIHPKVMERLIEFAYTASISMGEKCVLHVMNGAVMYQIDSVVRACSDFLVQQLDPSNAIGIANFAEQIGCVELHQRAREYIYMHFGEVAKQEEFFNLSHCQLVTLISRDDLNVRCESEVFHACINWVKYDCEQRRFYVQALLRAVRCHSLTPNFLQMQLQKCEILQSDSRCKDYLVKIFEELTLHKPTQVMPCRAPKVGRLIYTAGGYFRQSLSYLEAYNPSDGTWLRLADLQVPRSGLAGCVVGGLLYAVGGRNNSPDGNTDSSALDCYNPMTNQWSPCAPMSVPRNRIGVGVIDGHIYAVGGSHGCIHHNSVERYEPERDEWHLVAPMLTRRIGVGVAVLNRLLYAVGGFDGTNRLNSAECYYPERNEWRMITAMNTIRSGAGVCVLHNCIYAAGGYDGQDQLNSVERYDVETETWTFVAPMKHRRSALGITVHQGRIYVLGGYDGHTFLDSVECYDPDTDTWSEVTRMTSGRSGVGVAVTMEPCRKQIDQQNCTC
SR-BI HDL uptake: blocks mouse SR-BI lipid uptake from DiI-HDL; ldlA[mSR-BI] CHO cells, DiI-HDL uptake fluorescence, 3 h; inhibition, % at 12.5 µM; actives 0.96% (n = 320,000); AID 488896;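 active = mean replicate inhibition of at least 70% and a set share of replicates each scoring 70 or more; inconclusive = meets just one of the two criteria; inactive = fails both criteria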;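 note: 0% = median of neutral control wells and 100% = median of positive control wells; values of inactives mirror those of a sister screen read the other way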
Target sequence (Q61009 whole entry, looked up): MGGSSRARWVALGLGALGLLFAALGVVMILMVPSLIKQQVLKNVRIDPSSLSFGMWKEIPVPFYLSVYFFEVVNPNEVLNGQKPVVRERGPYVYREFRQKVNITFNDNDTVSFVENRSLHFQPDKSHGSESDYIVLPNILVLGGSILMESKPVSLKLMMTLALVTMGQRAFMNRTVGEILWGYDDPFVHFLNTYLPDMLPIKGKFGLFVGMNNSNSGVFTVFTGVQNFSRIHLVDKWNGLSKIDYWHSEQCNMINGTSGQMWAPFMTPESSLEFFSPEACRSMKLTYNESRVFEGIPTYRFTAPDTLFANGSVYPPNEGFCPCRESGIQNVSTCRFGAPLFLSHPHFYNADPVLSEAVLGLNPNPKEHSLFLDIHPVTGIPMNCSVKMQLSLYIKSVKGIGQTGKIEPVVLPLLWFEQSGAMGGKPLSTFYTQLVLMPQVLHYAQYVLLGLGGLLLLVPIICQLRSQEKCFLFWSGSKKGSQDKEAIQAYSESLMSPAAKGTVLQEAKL
RTF Ca sens inh: cardiac RTF calcium desensitization | P19429+P45379 | IANBD-labeled cardiac RTF, Ca2+ fluorescence | inhibition, % at 7.15 µM | actives 0.12% (n = 340,000) | AID 493244;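 active = inhibition above the mean inhibition of all tested compounds plus 3 SD, cut at about 17% in these data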;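 note: assay run at fixed EC70 calcium of 1.6 mM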
DAGLB inh: diacylglycerol lipase beta (human) inhibition. Q8NCG7. HEK293T DAGLB membrane lysate, EnzChek fluorogenic substrate. inhibition, % at 5.17 µM. actives 0.059% (n = 340,000); in the data active = inhibition above about 34%;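 note: 0% = enzyme with vehicle and 100% = wells lacking enzyme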
Arr AP2 block: inhibitors of human beta-arrestin and AP2 interaction | FITC-arrestin peptide / GST-AP2 beads, flow cytometry; AP2 beta2 appendage carries R879A mutation | inhibition, % at 10 µM | actives 0.31% (n = 340,000) | AID 504490;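 active = inhibition above a set limit, near 3 SD of compounds lacking own fluorescence, cut at about 54% in these data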;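 note: plate controls were DMSO wells for no effect and 5 µM unlabelled arrestin peptide for full effect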
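Material – GST-tagged AP2 beta2-adaptin appendage (R879A) on 4 µm glutathione beads · Probe or stimulus – fluorescein-tagged arrestin peptide at 50 nM final · Timing – 12 min plus 1 h, RT · Detection – bead flow cytometry, FITC channel · Read-out basis – inhibition as reduced fluorescein signal on beads, percent · Medium – PBS plus Tween 20 (0.05%) and BSA (0.1%)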
LANA DNA inh: inhibitors of KSHV LANA C-terminal domain DNA binding | MBP-C-LANA/FAM-LBS DNA binding, fluorescence polarization | AID 504423 | actives 0.078% (n = 340,000) | inhibition, % at 9 µM;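 active = highest replicate inhibition at or above 60% at 9 µM, even if other replicates fall short; inactive = all replicates below 60% inhibition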;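 note: 0% = neutral control wells and 100% = 4 µM acridine orange control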
PvdQ inh: blocks Pseudomonas aeruginosa PvdQ acylase activity | purified PvdQ acylase, fluorescence plate reader | inhibition, % at 10 µM | AID 488965 | actives 0.063% (n = 340,000); in the data active = inhibition above about 30%, passing the limit was not always enough; inconclusive = no clear call, values can overlap the other calls;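 note: 0% = vehicle neutral wells and 100% = reference inhibitor wells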
SR-BI DiI-HDL act: activators of SR-BI mediated HDL lipid uptake; actives 0.096% (n = 320,000); AID 504775; CHO ldlA[mSR-BI] cells, DiI-HDL uptake fluorescence, 3 h; 100 = double the neutral-control signal; activation, % at 12.5 µM;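 active = mean replicate activation of at least 60% and every replicate at or above 60%; inconclusive = mean or all-replicate condition met, but not both; inactive = mean below 60% and not all replicates reaching 60%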;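 note: 0% = median plate neutral-control signal and 100% = twice that signal; values of inactives mirror those of a sister screen read the other way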
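Material – SR-BI-overexpressing, LDLR-lacking CHO cells · Medium – BSA-supplemented, HEPES-buffered Ham's F12, pH 7.4 · Doses – single concentration · Times – compound with DiI-HDL co-incubation, 3 h at 37 °C · Measured by – bottom-read fluorescence, 550/595 nm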
PKA-R2B act: activates the human PKA-R2B holoenzyme complex | PKA-R2B holoenzyme dissociation, Cy5-IP20 fluorescence polarization; R2B truncated from residue 108, S112A mutant; 0% DMSO only, 100% 113 µM cGMP | P22694+P31323 | AID 504700 | activation, % at 11.4 µM | actives 0.079% (n = 340,000);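 active = activation above a cutoff set at the mean over all compounds plus 3 SD, cut at about 18% in these data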;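 note: higher means more holoenzyme dissociation and a rise in polarization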
NSD2 HMT inh: inhibitors of human histone methyltransferase NSD2; NSD2 peptide methylation, AlphaScreen, 120 min; inhibition, % at 12.5 µM; actives 0.54% (n = 310,000); O96028; in the data active = inhibition above about 50%
The depositor's hits bear a star; ? = inconclusive; . = no result given.

SMILES	Keap1 Nrf2 FP	SR-BI HDL uptake	RTF Ca sens inh	DAGLB inh	Arr AP2 block	LANA DNA inh	PvdQ inh	SR-BI DiI-HDL act	PKA-R2B act	NSD2 HMT inh
O=C1CN(CC(=O)Nc2ccc(SC(F)F)cc2)CCN1	-8	-19	-14	1	-2	1.6	-1	19	0	0
CC(=O)Nc1ccc(NC(=O)c2cc(C)nn2-c2ccccc2)cc1	-1	-36	-5	2	4	-1.1	-7	36	-7	0
COc1cc(/C=N/N2CCOCC2)ccc1OCc1ccccc1	-1	39	-5	-2	-83	-1.2	7	-39	-11	4
COc1ccc2c3c(cccc13)OCC2=O	-2	-15	-12	-4	9	2.8	-14	15	5	22
COC(=O)[C@H](C)NC(=O)Nc1cc(OC)ccc1OC	0	0	2	-4	2	1.3	-7	0	-12	-1
C[C@@H]1CN([C@@H](C)CO)C(=O)c2cccc(NS(C)(=O)=O)c2O[C@H]1CN(C)CC1CCCCC1	4	2	-2	2	10	0.8	-8	-2	10	.
Fc1ccc(NC(=S)Nc2cccnc2)cc1	-2	-30	7	-2	41	-1.9	18	30	-6	-9
COc1ccc(S(=O)(=O)N2CCC(C(=O)NCc3ccccn3)CC2)cc1C	-6	-34	-3	1	4	-0.5	12	34	-7	2
CCOC(=O)c1ccccc1NC(=O)CSc1nnc(COc2ccccc2C)n1C	-3	10	-2	0	1	1.1	-13	-10	-4	4
CSCCOC(=O)COc1ccc(/C=N/NC(=O)c2c(Cl)cnn2C)cc1	2	-4	-4	-2	3	0.5	-13	4	2	-1
ClC1(Cl)CC1CSc1nc2ccccc2[nH]1 (configuration not stated)	4	-5	-4	-4	-17	-2.0	-1	5	3	-6
CC(=O)OC(C(=O)NCS(=O)(=O)c1ccc(C)cc1)c1cccnc1 (configuration not stated)	-3	6	-1	-1	6	1.4	12	-6	-5	1
CCc1ccc(NC(=O)c2noc3c2CCC3)cc1	-5	-26	2	-6	-3	17	11	26	1	-1
Cc1nn(Cc2c(Cl)cccc2Cl)c(Cl)c1/C=C/C(=O)OCC(=O)NCC(F)(F)F	2	8	-5	1	16	0.3	-6	-8	0	13
COc1cccc(NC(=O)COc2ccccc2)c1	-4	-22	0	-9	29	-0.2	5	22	0	-2
CN(C)c1cccc(C(=O)NCc2ccc3c(c2)OCO3)c1	-3	0	8	-1	5	1.3	17	0	-6	5
CCN(CC)S(=O)(=O)c1ccc(C(=O)Nc2nnc(COC)o2)cc1	2	-31	9	-3	18	1.5	1	31	-5	0
CC(=O)c1ccc([N+](=O)[O-])c(CS(=O)(=O)c2ccccc2)c1	-2	-1	-5	0	6	-2.5	-7	1	-3	3
Cc1ccc(-c2nc(CSCC(=O)NCc3cccnc3)c(C)o2)cc1	4	13	-8	1	-3	-0.7	1	-13	1	1
Cc1sc2ncn(CC(=O)NCCCC(=O)N3CCN(c4ccccc4)CC3)c(=O)c2c1C	-6	-1	1	2	-9	1.2	-7	1	4	-12
Cc1ccccc1N1C(=O)c2cc(S(N)(=O)=O)c(Cl)cc2NC1C (configuration not stated)	-7	-6	0	1	0	-0.4	-1	6	9	.
CN1CCN(CCC(=O)Nc2ccc(Br)cc2)CC1	-2	-19	4	0	7	0.5	-11	19	4	1
O=C(O)C1=NN(c2cc(Cl)c(S(=O)(=O)O)cc2Cl)C(=O)C1	-3	-7	4	-1	16	14	7	7	-4	.
O=C(NCCc1ccc(C(F)(F)F)cc1)C1CCC(=O)N(CCCN2CCCC2=O)C1 (configuration not stated)	1	11	1	-4	36	-0.4	3	-11	-3	-3
Cc1cccc(CN2CCN(C3CCCC3)C(CCO)C2)n1 (configuration not stated)	0	-29	0	2	7	0.6	-11	29	0	-1
COc1ccc(S(=O)(=O)N2CCC(Cc3ccccc3)CC2)cc1NC(C)=O	-5	-22	-1	0	5	-0.2	1	22	-4	-1
CC(NC(=O)c1ccccc1)C(=O)N/N=C/c1ccc(O)cc1 (configuration not stated)	-1	-12	1	0	4	-0.9	2	12	-5	-1
COc1ccc(N(CC(=O)NCc2ccc(C)cc2)S(=O)(=O)c2c(C)[nH]c(=O)[nH]c2=O)cc1	7	-4	-3	3	34	0.9	-4	4	-10	-3
c1coc(-c2nnc(-c3ccco3)nn2)c1	5	-13	2	3	15	35	-12	13	13	140*
Cc1cc(C)c(OCCOCCN2CCN(C)CC2)c(Cl)c1	0	5	-4	3	3	2.7	-7	-5	-2	9
COc1ccc(CC(=O)Nc2ccc(-c3noc(-c4cccc(OC)c4)n3)cc2)cc1	-4	59	-7	-1	2	0.3	3	-59	-1	.
O=C(Cn1cnc2c(nnn2-c2cccc(Cl)c2)c1=O)N1CCCC1	-2	5	5	1	19	0.5	-2	-5	0	0
COc1ccc(NC(=O)C2C3C=CC4(O3)C2C(=O)N(CCN2CCCCC2C)C4C(=O)NC2CCCC(C)C2C)cc1 (configuration not stated)	2	.	5	0	0	-0.6	-4	.	0	1
COC(=O)Nc1nn(-c2ccc(C)cc2)c(=O)c(C#N)c1C	-4	-4	0	4	37	1.0	-4	4	10	8
O=C(N/C(=C\c1cccc([N+](=O)[O-])c1)C(=O)N1CCOCC1)c1ccc([N+](=O)[O-])cc1	4	9	2	3	3	-0.9	-7	-9	1	2
COc1cccc(NC(=O)CN(C)C(=O)Cc2c(C)nc3ccccc3c2C)c1	-1	20	-2	0	-3	1.5	-6	-20	-7	0
Cc1cccc(C(=O)N/N=C2/SCC(=O)N2Cc2ccccc2)c1	-3	-1	6	1	-1	0.1	10	1	5	-2
O=C(NCC(c1ccco1)N1CCc2ccccc2C1)c1ccc(Cl)c([N+](=O)[O-])c1 (configuration not stated)	-3	-23	-11	-1	-3	0.2	-12	23	2	-1
COc1nccnc1NS(=O)(=O)c1ccc(N)cc1	-3	-19	-6	-1	33	0.8	2	19	5	-2
CCCSc1nnc(Cc2cc(=O)[nH]c(=O)[nH]2)n1-c1cc(C)ccc1C	1	2	3	1	0	2.7	15	-2	8	-2
C[C@H](CO)N1C[C@H](C)[C@@H](CN(C)C)Oc2c(NC(=O)CCC(F)(F)F)cccc2C1=O	-8	2	-8	-1	-1	0.3	-14	-2	-1	.
COc1cccc(N2C(=O)CC(N3CCc4ccccc4C3)C2=O)c1 (configuration not stated)	-1	-7	4	-2	6	-0.3	2	7	1	-2
CC(=C1C2C=CC1C1C(=O)NC(=O)C21)c1ccccc1 (configuration not stated)	-3	1	-2	-3	-6	-0.9	-13	-1	8	1
Cc1ccc(S(=O)(=O)N(C)Cc2ccc(C(=O)NN=C3C4CC5CC(C4)CC3C5)cc2)cc1	-5	27	-2	-3	7	-2.4	-8	-27	-2	2
CCOC(=O)C1=NOC2COC3(CCN(c4ncccn4)CC3)OCC12 (configuration not stated)	0	-18	7	-2	36	0.5	11	18	9	2
CCC(=O)Nc1ccccc1Sc1ncnc2scc(-c3ccccc3)c12	-4	23	3	-1	-1	2.4	-10	-23	-6	-2
O=C(O)c1ccc(COc2ccccc2/C=C2\NC(=O)N(Cc3ccccc3F)C2=O)cc1	-2	-11	7	6	14	-0.8	4	11	4	4
CC(C)N(C(=O)CSc1nnc(-c2ccc3c(c2)OCO3)n1C)C(C)C	1	-3	2	2	-3	1.4	-7	3	0	-2
CC(NC(=O)c1ccco1)C(=O)OC(C)C(=O)NCc1ccccc1 (configuration not stated)	-1	7	-2	-2	43	0.3	2	-7	1	-3
O=C1CCCc2oc3ccc(NS(=O)(=O)c4cccc5cccnc45)cc3c21	6	9	-11	-2	40	0.6	-2	-9	0	-3
Cc1ccc(CCC(=O)Nc2ccc(C#N)cc2)o1	-6	9	0	-2	-3	1.0	-12	-9	2	5
CCn1cc(C(=O)N[C@@H](CCSC)C(=O)NCCN2CCOCC2)c(=O)c2cc3c(cc21)OCO3	0	11	-4	2	12	-1.2	5	-11	-9	-1
Cc1c(C(=O)NC(C)CN2CCCCC2)oc2ccccc12 (configuration not stated)	?	4	-13	-3	6	0.4	4	-4	5	4
Nc1ccc(C23CC4CC(CC(O)(C4)C2)C3)cc1	-1	3	-6	0	14	-0.6	0	-3	-9	.
Cn1ccc(C(=O)N/N=C/c2ccccc2[N+](=O)[O-])n1	-8	4	-4	-2	-1	-1.4	-16	-4	-3	-3
O=C(CN1CCN(c2cccc(Cl)c2)CC1)Nc1nccs1	1	-17	-4	0	1	0.2	-11	17	-9	0
Cc1cnc(C(=O)OCC(=O)NC(C)CCc2ccccc2)cn1 (configuration not stated)	1	-27	-24	0	-60	-1.4	-12	27	7	-2
CCCS(=O)(=O)NCc1cn2c(C)csc2n1	0	-11	-4	0	-18	0.2	-17	11	0	.
Cc1cccc(CN2CCN(Cc3ccco3)CC2)c1	-5	-14	0	-1	-12	-1.2	-9	14	8	1
COc1cccc(C(=O)Nc2cc(C(=O)NCc3ccc(C)cc3)ccc2N2CCC3(CC2)CC(c2cccc(Br)c2)=NO3)c1	-9	26	-2	-2	17	-0.4	4	-26	-1	.
Other entries follow.
SMILES	Keap1 Nrf2 FP	SR-BI HDL uptake	RTF Ca sens inh	DAGLB inh	Arr AP2 block	LANA DNA inh	PvdQ inh	SR-BI DiI-HDL act	PKA-R2B act	NSD2 HMT inh
OCCOc1cccc(CN2CCC(CO)(CCOc3ccccc3)CC2)c1	-6	-4	-9	2	-1	0.2	-4	4	-4	11
CCOc1ccc(NC(=O)C(C)N2C(=O)c3ccccc3S2(=O)=O)cc1 (configuration not stated)	-7	-5	2	-3	2	4.3	-15	5	7	.
Clc1ccc(-c2nnc(-c3ccc4ccccc4c3)o2)cc1	-3	21	-6	-8	-9	3.0	-14	-21	18	2
CCCS(=O)(=O)N1CCCC(C(=O)NCCCN(Cc2ccccc2)C(C)C)C1 (configuration not stated)	3	.	-13	2	1	1.7	1	.	-7	-4
Cc1cccc(S(=O)(=O)C(C#N)c2nc3ccccc3nc2N2CCOCC2)c1 (configuration not stated)	0	4	-13	4	7	3.7	-8	-4	-13	8
O=C(NC(=S)Nc1ccc2c(c1)OCCO2)c1ccco1	-3	-2	-1	-4	-3	0.0	5	2	-6	1

2 entries from above in a different format.
SMILES | Keap1 Nrf2 FP | SR-BI HDL uptake | RTF Ca sens inh | DAGLB inh | Arr AP2 block | LANA DNA inh | PvdQ inh | SR-BI DiI-HDL act | PKA-R2B act | NSD2 HMT inh
CCOc1ccc(NC(=O)C(C)N2C(=O)c3ccccc3S2(=O)=O)cc1 (configuration not stated) | -7 | -5 | 2 | -3 | 2 | 4.3 | -15 | 5 | 7 | .
Clc1ccc(-c2nnc(-c3ccc4ccccc4c3)o2)cc1 | -3 | 21 | -6 | -8 | -9 | 3.0 | -14 | -21 | 18 | 2
